uPA generation: qHTS for Inhibitors of Cell Surface uPA Generation. cell surface uPA generation assay, qHTS. Potency, µM (series often up to 38.3 µM), for inactives: top-dose activity change, negative = inhibition, actives largely listed as inhibitors. 330,000 tested, 0.31% active. AID 540303, 2011; active means well fitted inhibition curve with a large enough effect; inconclusive means small, poorly fitted or top-dose-only effect; inactive means no such curve, though single readings can be large or run the other way; tested in mouse RAW 264.7 cells; further: on the % scale 0 is the no-effect control and ±100 the full control effect; nearly all actives have a fitted effect of over 55% in size
RORg inh: qHTS for inhibitors of ROR gamma transcriptional activity. Drosophila S2 Gal4-RORgamma UAS-luciferase reporter, 20 h. Nuclear receptor ROR-gamma (Mus musculus), P51450. Potency, µM (series often up to 53.6 µM), for the others: at the top dose activity change, negative = inhibition, actives largely listed as inhibitors. 310,000 tested, 5.4% active; further: on the % scale 0 is the no-effect control and ±100 the full control effect; nearly all actives have a fitted effect of over 60% in size
Target sequence (P51450 whole entry, looked up, the tested form may be a part): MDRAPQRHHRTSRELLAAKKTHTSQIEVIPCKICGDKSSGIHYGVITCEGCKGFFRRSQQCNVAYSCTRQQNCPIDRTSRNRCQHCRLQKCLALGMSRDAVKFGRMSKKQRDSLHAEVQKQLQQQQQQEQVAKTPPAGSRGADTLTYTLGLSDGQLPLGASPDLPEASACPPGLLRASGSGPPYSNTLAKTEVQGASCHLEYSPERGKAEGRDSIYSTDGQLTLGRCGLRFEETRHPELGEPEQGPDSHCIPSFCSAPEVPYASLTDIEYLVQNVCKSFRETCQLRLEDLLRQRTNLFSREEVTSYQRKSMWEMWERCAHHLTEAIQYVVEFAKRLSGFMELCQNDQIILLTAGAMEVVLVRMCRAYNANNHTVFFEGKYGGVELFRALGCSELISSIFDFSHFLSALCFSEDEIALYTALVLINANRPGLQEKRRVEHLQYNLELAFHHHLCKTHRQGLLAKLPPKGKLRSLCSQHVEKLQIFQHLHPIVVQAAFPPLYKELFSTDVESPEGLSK
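Luciferase reporter read in Schneider cells carrying Gal4-RORγ (mouse) and UAS-Photinus luciferase; cells given compound 1 h before 700 uM copper sulfate induction, then incubated 20 h at ambient temperature.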
ELG1 genotox: qHTS screen for small molecules that induce genotoxicity in human embryonic kidney (HEK293T) cells expressing luciferase-tagged ELG1 | HEK293T ELG1-luciferase reporter, luminescence, 16 h | Potency, µM (top dose mostly 46 µM), inactives show at the highest dose activity change, positive = activation, most hits filed as activators | 330,000 tested, 1.3% active; further: % of control where 0% means no effect; nearly all actives have a fitted effect of over 60% in size
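16 hr compound incubation (37 °C, 5% CO2) of HEK293T cells carrying luciferase-tagged ELG1; luciferase then measured by ONE-Glo luminescence after 30 min at RT.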
MLL CXXC-DNA inh: qHTS Fluorescence Polarization Assay for Inhibitors of MLL CXXC domain - DNA interaction | MLL-CXXC / FITC-HOXA9 DNA fluorescence polarization | Potency, µM (top dose mostly 115 µM), without a hit: at the top dose activity change, negative = inhibition, hits mostly inhibitors | 290,000 tested, 0.037% active | AID 2662, 2010; active means well fitted inhibition curve with a large enough effect in the polarisation, with a control signal flat, not every such curve was filed as active; inconclusive means small, poorly fitted or top-dose-only effect, or effect the other way, or a change in a side signal; inactive means no such curve, though single readings can be large or run the other way; the % refers to the polarisation
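Purified MLL-CXXC (added from a 7 uM solution) was preincubated 5 min at ambient with pinned compounds in 50 mM Tris-HCl pH 7.5, 50 mM NaCl, 1 mM DTT, 0.05% BSA. Fluorescein-labeled HOX-A9 DNA (50 nM solution) followed, 30 min, then polarization read.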
NPC1 prom act: qHTS Assay for NPC1 Promoter Activators; Potency, µM (series often up to 9.22 µM), without a hit: at the highest dose activation, most hits filed as activators; 320,000 tested, 2.4% active; Huh7 NPC1 promoter luciferase reporter, 24 h;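 further: % of control where 0% means no effect; nearly all actives have a fitted effect of over 60% in size; reporter is driven by a mutant NPC1 promoter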
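Luminescence read-out of NPC1 promoter-driven luciferase in stably transfected Huh7 cells; compounds delivered in DMSO and left 24 h at 37C, 5% CO2, qHTS titration format.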
BRCA1 expr up: qHTS Assay to Identify Small Molecule Activators of BRCA1 Expression; MCF7-BRCA1-FFLuc reporter, luminescence, 48 h; response scale: scaled: vehicle 0%, 10 µM genistein 100%; AID 624202, 2012; 380,000 tested, 1.1% active; Potency, µM (top dose mostly 46.1 µM), for the others: at the top dose activation, usual class: activators; further: nearly all actives have a fitted effect of over 80% in size; some results filed as inactive show a strong effect at the top dose
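Reporter cells (MCF7, BRCA1 promoter-firefly luciferase) received library compounds across a concentration series for 48 h. End-point luminescence was measured and concentration-effect curves derived after normalization.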
MBNL1 CUG block: qHTS Assay for Inhibitors of MBNL1-poly(CUG) RNA binding. Muscleblind-like protein 1 (Homo sapiens), Q9NR56. TR-FRET MBNL1-His/biotin-(CUG)12 binding, 665/545 ratio. Potency, µM (doses to about 57.5 µM), without a hit: top-dose activity change, negative = inhibition, usual class: inhibitors. 280,000 tested, 0.036% active. AID 2675, 2010; active means well fitted inhibition curve with a large enough effect in the signal ratio, with a control signal flat, not every such curve was filed as active; inconclusive means small, poorly fitted or top-dose-only effect, or effect the other way, or a change in a side signal; inactive means no such curve, though single readings can be large or run the other way; the % refers to the signal ratio; further: on the % scale 0 is the no-effect control and ±100 the full control effect
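Inhibition of protein-RNA binding appears as loss of TR-FRET between terbium anti-His antibody on MBNL1-His and streptavidin-XL665 on biotin-(CUG)12. Activity is normalized to buffer-only and uninhibited-complex controls.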
Rab9 prom act: qHTS Assay for Rab9 Promoter Activators; Huh7 Rab9 promoter-luciferase reporter, luminescence, 24 h; Potency, µM (highest dose often 9.22 µM), for the others: at the highest dose activation, negative = inhibition, actives largely listed as activators; 320,000 tested, 2.8% active; further: % of control where 0% means no effect; nearly all actives have a fitted effect of over 60% in size
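Huh7 reporter line, Rab9 promoter upstream of luciferase. Compound exposure 24 h at 37 °C in reduced-serum medium with 10% FBS. Read-out: luminescence.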
VP16 counter: VP16 counterscreen qHTS for inhibitors of ROR gamma transcriptional activity; Drosophila S2 Gal4-VP16 UAS-luciferase, luminescence, 20 h; Potency, µM (titrated, usually from 53.6 µM), for inactives: at the top dose activity, negative = inhibition, hits mostly inhibitors; 310,000 tested, 3.5% active; AID 2546, 2010;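 further: Gal4-VP16 expression switched on by copper sulfate through the metallothionein promoter; on the % scale 0 is the no-effect control and ±100 the full control effect; nearly all actives have a fitted effect of over 50% in size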
p53 reactivator: qHTS assay for re-activators of p53 using a Luc reporter; H1299 p53-A138V BP100-luciferase reporter, luminescence, 24 h; Potency, µM (series often up to 92.2 µM), without a hit: at the top dose activity change, positive = activation, usual class: activators; 320,000 tested, 0.063% active; AID 504706, 2011; further: % of control where 0% means no effect; nearly all actives have a fitted effect of over 45% in size
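p53-null H1299 cells stably carrying temperature-sensitive p53-A138V and a BP100-luciferase reporter were pinned with compounds (4-point, 1:5 series) and held 24 hrs at 37 deg C. Luminescence was read 10 min after detection reagent.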
FLuc modulator: qHTS profiling assay for firefly luciferase inhibitor/activator using purifed enzyme and Km concentrations of substrates (counterscreen for miR-21 project). 360,000 tested, 6.9% active. Potency, µM (top dose mostly 57.5 µM), for the others: at the top dose activity change, negative = inhibition, hits mostly inhibitors. purified FLuc, Km substrates, luminescence inhibition;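 further: plate controls were vehicle for no effect and reference inhibitor for full effect; nearly all actives have a fitted effect of over 55% in size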
Target sequence (P08659 whole entry, looked up): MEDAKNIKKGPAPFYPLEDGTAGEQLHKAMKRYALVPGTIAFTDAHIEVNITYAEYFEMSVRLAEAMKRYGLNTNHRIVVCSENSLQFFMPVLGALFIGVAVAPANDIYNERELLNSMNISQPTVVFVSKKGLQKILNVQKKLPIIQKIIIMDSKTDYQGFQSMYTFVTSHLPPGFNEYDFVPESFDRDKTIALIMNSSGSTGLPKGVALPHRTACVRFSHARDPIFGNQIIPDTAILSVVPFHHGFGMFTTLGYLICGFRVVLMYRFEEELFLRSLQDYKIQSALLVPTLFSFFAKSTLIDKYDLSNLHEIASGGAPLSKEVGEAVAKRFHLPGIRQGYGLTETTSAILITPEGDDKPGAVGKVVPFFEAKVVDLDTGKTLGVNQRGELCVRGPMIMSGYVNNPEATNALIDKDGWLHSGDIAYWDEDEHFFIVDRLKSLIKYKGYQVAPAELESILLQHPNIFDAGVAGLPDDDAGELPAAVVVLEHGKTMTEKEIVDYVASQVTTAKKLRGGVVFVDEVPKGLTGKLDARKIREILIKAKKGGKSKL
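Purified P. pyralis luciferase (10nM final) with 10uM D-luciferin and 10uM ATP (Km levels) in 50mM Tris acetate pH 7.5, 10mM Mg acetate, 0.01% Tween-20, 0.05% BSA; qHTS 6-point titration, ~60 µM downward; luminescence read.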
* = called active by the depositor; ? = inconclusive; . = not tested or not shown; [ ] = remark or other dose. Unless noted, the call rests on the fitted dose curve; in most records, active means well fitted curve in the direction sought with a large enough effect; inconclusive means small, poorly fitted or top-dose-only effect, or another doubt; inactive means no such curve, though single readings can be large; an effect the other way counts as inactive or inconclusive. Potency means the concentration at half of the fitted maximal effect. Not all compounds are listed; rates above refer to the full screens.

Value order: uPA generation, RORg inh, ELG1 genotox, MLL CXXC-DNA inh, NPC1 prom act, BRCA1 expr up, MBNL1 CUG block, Rab9 prom act, VP16 counter, p53 reactivator, FLuc modulator
Cc1ccc(/C=C2/C(=O)c3ccc(C(=O)O)cc3C2=O)o1
 : ., -19%, 3%, 40µM*, 2%, -7%, ?, -16%, ?, 1%, 2.7µM*
CC(=O)C(Sc1ccc2nnc(-c3ccncc3)n2n1)C(C)=O
 : 9%, ?, -3%, -6%, 0%, -2%, 5%, -1%, -3%, -6%, 7%
COc1cc(C(C#N)N2CCCCC2)ccc1O (configuration not stated)
 : -12%, -5%, -2%, -10%, -6%, 4%, 3%, 4%, 3%, 15%, 3%
Cc1ccc(-c2ccc(S(=O)(=O)NCc3ccco3)cc2)cc1
 : -2%, 14%, -5%, ?, -1%, 2%, -13%, -8%, 2%, 2%, 1%
O=C(COC(=O)c1cnccn1)Nc1cccc2ccccc12
 : 12%, -16%, 1%, 5%, 0%, 0%, 5%, 0%, -7%, -3%, -3%
N[C@@H](Cc1ccccc1)C(=O)N1CCOCC1
 : 17%, ., -2%, ., -4%, 0%, ., -6%, ., 19%, 4%
O=C(O)COc1nsnc1N1CCOCC1
 : 1%, -19%, 2%, 4%, -2%, 0%, -3%, 4%, 3%, 4%, 0%
O=C1C2C(c3ccccc3)C=CC(c3ccccc3)C2C(=O)N1C1CCCCC1 (configuration not stated)
 : -4%, 19%, 1%, 16%, 7%, -9%, 0%, 2%, -5%, -5%, -1%
Cc1cc(NC(=O)CCCN2C(=O)c3cccnc3C2=O)no1
 : 4%, 4%, 4%, -6%, 1%, -5%, ?, -13%, -7%, -20%, 1%
O=C(Nc1nc2ccccc2[nH]1)c1cccs1
 : -14%, 5µM*, ?, -5%, 1.3µM*, 66%, 0%, 1.3µM*, 13µM*, 11%, 4.8µM*

Next part.
Value order: uPA generation, RORg inh, ELG1 genotox, MLL CXXC-DNA inh, NPC1 prom act, BRCA1 expr up, MBNL1 CUG block, Rab9 prom act, VP16 counter, p53 reactivator, FLuc modulator
O=C(c1ccccc1)c1ccc(-c2ccc(O)cc2)cc1
 : -11%, 3.5µM*, ?, -18%, -2%, 31%, 7%, 3.2µM*, 18µM*, ?, 17µM*
Cc1ccccc1OCC(=O)NCC1CCCO1 (configuration not stated)
 : 0%, 3%, 5%, -2%, 5%, 17%, -2%, -12%, 10%, 4%, 0%
O=C(CCNS(=O)(=O)c1ccccc1)NCC1CCCCC1
 : -4%, ., -1%, ., -1%, 28%, ., -3%, ., -4%, 1%
COc1cccc2cc(C(=O)N3CCN(c4ccccn4)CC3)c(=O)oc12
 : -5%, 0%, 3%, -4%, 6%, 6%, 9%, 1%, -5%, 7%, ?
O=C(COc1ccc(/C=N/NC(=O)C(=O)N2CCCCC2)cc1)Nc1ccccc1Cl
 : -2%, 27%, -8%, 4%, 2%, 33%, 11%, 1%, -3%, 8%, -4%
CC(C)Oc1cccc(C(=O)C2CCCN(S(C)(=O)=O)C2)c1 (configuration not stated)
 : ., 36%, 0%, 1%, -2%, 21%, 1%, -4%, -4%, -1%, -10%
Cc1cc(C(=O)CSc2nc3ccccc3c(=O)n2C)c(C)n1CC1CCCO1 (configuration not stated)
 : ., -35%, -6%, ?, -38%[inhibitor], ., 3%, -33%[inhibitor], -6%, -5%, ?
COc1ccccc1C(=O)Nc1ccccc1N1CCOCC1
 : -7%, -14%, 2%, 5%, -4%, -15%, -3%, 2%, 10%, -3%, 5%
COc1cc2c(cc1NC(=O)Nc1ccccc1)oc1ccccc12
 : 12%, ?, 1%, 10%, 4%, -66%, -8%, 1%, -11%, 3%, ?
Cc1ccc(C(=O)/C=C/Nc2ccc(S(=O)(=O)Nc3onc(C)c3C)cc2)cc1
 : -7%, 30%, 2%, 5%, 6%, 42%, ?, 3%, 17%, ?, 15µM*

The listing continues.
Value order: uPA generation, RORg inh, ELG1 genotox, MLL CXXC-DNA inh, NPC1 prom act, BRCA1 expr up, MBNL1 CUG block, Rab9 prom act, VP16 counter, p53 reactivator, FLuc modulator
COCCN(C(=O)C1=COCCO1)c1c(N)n(CC(C)C)c(=O)[nH]c1=O
 : ?, ., 2%, ., 2%, 2%, ., -5%, ., 5%, 3%
Cc1ccsc1CN(C)CC(=O)Nc1cccc(S(=O)(=O)N(C)c2ccccc2)c1
 : ?, ., -7%, ., 0%, -10%, ., -3%, ., 3%, 3%
O=C(C1CCCO1)N1CCN(C(=S)Nc2ccccc2Cl)CC1 (configuration not stated)
 : -15%, 0%[10 µM], 4%, 1%, -2%, 14%, ., 2%, -8%, 1%, -2%
O=C(NCc1ccco1)C1CC(O)CN1C(=O)Nc1ccccc1 (configuration not stated)
 : 4%, 0%, -7%, -11%, 1%, 0%, ?, 5%, 1%, 9%, -1%
O=C1NCCc2c1[nH]c1c(Cl)ccc(Cl)c21
 : -4%, 13%, -11%, 12%, -1%, 1%, 10%, -2%, 5%, -9%, -1%
Cc1ccc(Cl)cc1NC(=O)CCn1cccc1
 : 0%, 6%, -2%, 1%, 1%, 8%, -10%, -3%, -5%, 1%, -1%
O=C1C=C(c2cc(F)ccc2F)C[C@@H](c2ccc(Cl)cc2)C1
 : -28%, ., 1%, ., -7%, -2%, ., -4%, ., -9%, 3%
COc1ccc(/C=N\NC(=O)c2cccc(Br)c2)c(OC)c1
 : ., -5%, -3%, -2%, -3%, -16%, -9%, 1%, 1%, -3%, 4%
CCOc1ccc(C(=O)Nc2ccc(NC(=O)c3ccccc3)c(C)c2)cc1[N+](=O)[O-]
 : -4%, 5%, 0%, 0%, 1%, 2%, 2%, -1%, 3%, 7%, 0%
COc1ccccc1N1CCC(N2CCN(CC(C)(C)C)C(CCO)C2)CC1 (configuration not stated)
 : 0%, 0%, -1%, 4%, -3%, -19%, 1%, -2%, 5%, 7%, 2%

Additional records.
structure | uPA generation | RORg inh | ELG1 genotox | MLL CXXC-DNA inh | NPC1 prom act | BRCA1 expr up | MBNL1 CUG block | Rab9 prom act | VP16 counter | p53 reactivator | FLuc modulator
CCOC(=O)N1CCN(C(=O)CCN2C(=O)/C(=C\c3cccc(OC)c3)SC2=S)CC1 | -1% | -27% | 0% | 3% | -9% | -35% | 0% | -9% | 0% | 9% | 5%
COc1ccc(NC(C)C(=O)Nc2ccc(C#N)cc2)cc1Cl (configuration not stated) | -1% | ? | -2% | -15% | 1% | -1% | -3% | 7% | -2% | -4% | 1%
O=C(CCc1ccccc1)n1nc(-c2ccco2)nc1SCc1ccccc1 | ? | ? | ? | 5% | 8% | 10µM* | 0% | 19% | 9% | ? | -18%
CC(C1CC1)N(Cc1ccccc1)C(=O)NC(=O)c1cccc(F)c1 (configuration not stated) | 4% | -14% | -1% | -1% | -7% | -18% | -12% | -4% | -7% | 1% | -12%
CC(C)(C#N)Nn1cnnc1 | -1% | 43% | 3% | 2% | -3% | 19% | -1% | -5% | -14% | -6% | 0%
C(=N\n1cnnc1)/c1cccc2ccccc12 | -1% | 8% | 3% | -9% | 7% | -12% | 28% | -2% | -8% | -1% | -2%
COc1ccc(CNc2ncnc3ccccc23)cc1 | 2% | ? | -6% | 17% | -23% | 0% | -1% | -30% | 7.1µM* | -6% | 1%
COc1ccc(-n2c(Cc3cccn3C)nnc2SCC(=O)Nc2cccc(Cl)c2)cc1 | 20% | 50% | -25% | 6% | -1% | 1% | -2% | -2% | -6% | -4% | 1%
CC1NC(=O)NC1CCCCCC(=O)Nc1ccc(F)cc1 (configuration not stated) | 2% | 21% | -1% | 3% | -2% | -13% | 0.1µM* | -2% | -5%[10 µM] | -2% | -1%

Ordered by the number under MLL CXXC-DNA inh (falling): three from the list above
molecule | uPA generation | RORg inh | MLL CXXC-DNA inh | NPC1 prom act | Rab9 prom act | p53 reactivator
COc1cc2c(cc1NC(=O)Nc1ccccc1)oc1ccccc12 | 12% | ? | 10% | 4% | 1% | 3%
CCOc1ccc(C(=O)Nc2ccc(NC(=O)c3ccccc3)c(C)c2)cc1[N+](=O)[O-] | -4% | 5% | 0% | 1% | -1% | 7%
COc1ccc(NC(C)C(=O)Nc2ccc(C#N)cc2)cc1Cl (configuration not stated) | -1% | ? | -15% | 1% | 7% | -4%
